# Screens: PubChem, several laboratories
# MBD2 inh – inhibitors of MBD2 binding to methylated DNA, primary screen, biochemical, TR-FRET, DNA-binding domain, human; Methyl-CpG-binding domain protein 2 (Homo sapiens), Q9UBB5; MBD2 binding to methylated oligonucleotide; inhibition, % at 4.4 µM; actives 0.31% (n = 370,000); AID 686964, 2013; in the data active = inhibition above about 13%
# SIAE primary – human SIAE inhibitors, primary screen, biochemical, fluorescence polarization, FP-Rh probe, 1536-well HTS. SIAE FP-Rh probe binding. actives 0.69% (n = 370,000). Sialate O-acetylesterase (Homo sapiens), Q9HAT2. inhibition, % at 9.66 µM;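 active = inhibition above a cutoff: mean of compounds within the control limits plus 3 SD of those, cut at about 17% in these data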;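 note: 0% = plate median of compound wells and 100% = probe without SIAE protein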
# NPR1 activator – GC-A stimulated cGMP production enhancers – HEK293 GC-A cells, cGMP TR-FRET, EC30 ANP, primary screen; Atrial natriuretic peptide receptor 1 (Homo sapiens), P16066; actives 0.14% (n = 370,000); activation, % at 10 µM; AID 1671463, 2021; 0% at EC30 ANP, 100% saturating ANP; in the data active = activation above about 40%
# TCR-CD3 inh – inhibitors of human TCR-CD3 interaction, primary screen, biochemical, fluorescence, TAMRA-labeled TCR probe. T-cell receptor (TCR). AID 651800, 2012. actives 0.37% (n = 360,000). inhibition, % at 9.4 µM; in the data active = inhibition above about 19%;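 note: recombinant mutant TCR 2C K166C tagged with TAMRA read by polarization; 0% = receptor in buffer alone and 100% = receptor with positive control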
# rCAG RNA binder – binders of r(CAG) RNA repeats, primary screen, biochemical, fluorescence | actives 1.3% (n = 370,000) | inhibition, % at 3 µM | AID 651821, 2012 | r(CAG) RNA repeat, TO-PRO-1 dye displacement fluorescence;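 active = inhibition above the plate cutoff, the mean of all test compounds on that plate plus 3 SD, cut at about 35% in these data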;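 note: 0% = DMSO alone and 100% = 100 µM mitoxantrone as full dye displacement; higher means more dye released from RNA so lower well fluorescence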
# NPR2 activator – human GC-B receptor activators, primary screen, HEK293 GC-B cells, cGMP TR-FRET, EC30 CNP | 0% at EC30 CNP, 100% saturating CNP | activation, % at 10 µM | actives 0.11% (n = 370,000);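 active = activation at 10 µM reaching about 35% in either raw or pattern-adjusted values, limit read from the data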
# Target sequence (P20594 whole entry, looked up): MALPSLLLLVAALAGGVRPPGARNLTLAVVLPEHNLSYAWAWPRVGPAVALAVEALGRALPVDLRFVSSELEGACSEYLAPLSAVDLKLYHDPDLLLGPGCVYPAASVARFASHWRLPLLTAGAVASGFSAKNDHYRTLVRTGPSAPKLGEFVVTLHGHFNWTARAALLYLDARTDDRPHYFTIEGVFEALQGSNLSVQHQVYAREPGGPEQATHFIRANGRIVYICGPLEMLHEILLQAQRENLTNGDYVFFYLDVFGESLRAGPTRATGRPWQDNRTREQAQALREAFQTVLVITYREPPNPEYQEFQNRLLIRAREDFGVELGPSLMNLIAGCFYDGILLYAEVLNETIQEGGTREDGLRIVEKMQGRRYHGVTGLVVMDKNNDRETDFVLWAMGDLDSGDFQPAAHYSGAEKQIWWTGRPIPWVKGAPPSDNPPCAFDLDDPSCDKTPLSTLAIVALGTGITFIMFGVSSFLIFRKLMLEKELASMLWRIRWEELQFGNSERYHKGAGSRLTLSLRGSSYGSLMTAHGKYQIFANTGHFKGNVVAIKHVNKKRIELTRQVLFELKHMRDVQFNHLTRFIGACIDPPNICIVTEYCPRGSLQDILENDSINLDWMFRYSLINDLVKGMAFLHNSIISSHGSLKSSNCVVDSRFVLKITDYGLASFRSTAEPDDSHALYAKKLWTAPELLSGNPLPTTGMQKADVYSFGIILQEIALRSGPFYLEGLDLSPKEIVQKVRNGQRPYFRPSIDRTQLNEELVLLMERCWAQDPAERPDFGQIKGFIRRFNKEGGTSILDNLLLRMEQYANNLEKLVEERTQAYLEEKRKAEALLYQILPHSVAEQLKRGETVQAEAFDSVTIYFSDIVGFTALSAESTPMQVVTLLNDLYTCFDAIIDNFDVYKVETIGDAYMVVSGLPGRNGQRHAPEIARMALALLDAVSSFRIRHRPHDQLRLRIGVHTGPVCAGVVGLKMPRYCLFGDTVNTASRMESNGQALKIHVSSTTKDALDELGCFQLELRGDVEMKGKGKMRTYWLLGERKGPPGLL
# PRMT1 FP inh – PRMT1 methyltransferase inhibitors, primary screen, biochemical, fluorescence polarization; Protein arginine N-methyltransferase 1 (Homo sapiens), Q99873; actives 1.3% (n = 370,000); inhibition, % at 2.79 µM; AID 652257, 2013; recombinant PRMT1, activity-based probe fluorescence polarization;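 active = inhibition above about 21% made by adding two undisclosed values, limit read from the data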
# HTRA1 inh – HTRA1 serine protease inhibitors, primary screen, biochemical, fluorescence polarization, HTS; recombinant HTRA1, FP-rhodamine activity-based probe; inhibition, % at 5.96 µM; actives 0.5% (n = 340,000); in the data active = inhibition above about 36%;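 note: 0% = enzyme with DMSO and 100% = wells lacking enzyme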
# UHRF1 MBD2 ctr – UHRF1 methylated DNA binding inhibitors, primary screen, counter-screen for MBD2 inhibitor project, biochemical, TR-FRET, human UHRF1, single concentration; E3 ubiquitin-protein ligase UHRF1 (Homo sapiens), Q96T88; actives 0.75% (n = 370,000); inhibition, % at 4.4 µM; UHRF1 binding to methylated oligo; in the data active = inhibition above about 21%;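 note: UHRF1 SRA domain binding a hemimethylated CpG hairpin DNA probe; 0% = median of test compound wells and 100% = reference inhibitor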
# ABHD4 inh – ABHD4 inhibitors, primary screen, biochemical, fluorescence polarization, mouse | purified mABHD4, FP-Rh probe fluorescence polarization | actives 0.54% (n = 370,000) | inhibition, % at 8.92 µM | (Lyso)-N-acylphosphatidylethanolamine lipase (Mus musculus), Q8VD66;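 active = inhibition exceeding the mean over every tested compound plus 3 SD, cut at about 30% in these data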;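 note: 0% = plate median of compound wells and 100% = S159A mutant with DMSO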
#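 Assay system: mouse ABHD4 enzyme, wild type / Also added: fluorescent activity-based probe FP-Rh / Doses: single nominal dose of 8.92 µM, 0.89% DMSO final / Timing: 45 min compound pre-incubation plus 60 min probe step, 25 °C / Signal: FP readout, ex 525 nm / em 598 nm / Control set: S159A mutant/DMSO as 100%, compound-well median as 0%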
# An asterisk follows results filed as active; . = not tested or not shown; & = joins results of further samples.
[1] CC1CN(S(=O)(=O)c2cccc(C(=O)OCc3cc(=O)oc4cc(O)ccc34)c2)CC(C)O1 (centres undefined)
[2] COc1ccc(NC(=O)CN(C)C(=O)c2cccc(S(=O)(=O)N3CCN(C)CC3)c2)cc1
[3] O=C(c1ccccc1OCc1ccc(Cl)cc1)N1CCN(c2ccccn2)CC1
[4] NCCc1c(C(=O)O)[nH]c2ccc([N+](=O)[O-])cc12
[5] Cc1ccc2cc(F)c(F)c(F)c2n1
[6] Cc1cc(C(=O)COC(=O)c2ccc(F)cc2F)c(C)n1C1CC1
[7] COC(=O)C1CCN(C(=O)c2ccc3oc(Cc4ccc(Cl)cc4)nc3c2)CC1
[8] CCOc1ccccc1NC(=O)Nc1ccc(OC)nc1
[9] C[N+](C)(CCOc1ccccc1)Cc1ccccc1
[10] COc1ccccc1NC(=O)c1ccc2nsnc2c1

Assay by compound	1	2	3	4	5	6	7	8	9	10
MBD2 inh	0	1	0	-3	3	-1	0	-3	3	0
SIAE primary	-8	10	5	-5	-4	1	-1	5	9	3
NPR1 activator	-1	2	-1	4	3	-1	1	2	-2	0
TCR-CD3 inh	-6	0	2	2	5	2	3	-2	7	2
rCAG RNA binder	20	1	-11	0	2	-1	-10	-13	12	-2
NPR2 activator	6	0	-3	0	-1	3	1	2	6	0
PRMT1 FP inh	0	-2	-3	-2	-1	-4	0	14	11	-1
HTRA1 inh	-10	0	-12	-1	.	-11	-3	6	4	-4
UHRF1 MBD2 ctr	3	0	2	-1	0	0	1	-2	8	-5
ABHD4 inh	0	1	-7	-2	1	5	-1	-2	28	0

[11] O=C(Cc1ccc(Cl)cc1)Nc1ccc(N2CCN(C(=O)c3ccco3)CC2)cc1
[12] C[C@@H]1CCCCO[C@H](CN(C)C)[C@H](C)CN([C@@H](C)CO)C(=O)c2cc(NC(=O)Nc3ccc(C(F)(F)F)cc3)ccc2O1
[13] COc1ccc(S(=O)(=O)N2CCN(C(=O)C3CCC3)CC2)cc1
[14] CCC(=O)c1ccc(OCC(=O)OCC(=O)Nc2ccc3c(c2)OCCO3)cc1
[15] NS(=O)(=O)c1cccc(NC(=O)COC(=O)CN2C(=O)c3ccccc3C2=O)c1
[16] CCOC(=O)C(Oc1ccc2c(-c3ccccc3)cc(=O)oc2c1)c1ccccc1 (centres undefined)
[17] CCCN=C1N(C)C[C@@H]2[C@@H]3C(=O)N(C)C(=O)[C@@H]3[C@](CC)(C(=O)OC)N12
[18] Cc1csc2c(NCCCN3CCOCC3)ncnc12
[19] Cc1ccc(NC(=O)c2ccc(Cl)nc2)cc1S(=O)(=O)N1CCOCC1
[20] O=C(NCc1ccccc1)N1CCC(n2cnc3cc(F)ccc32)CC1

Assay by compound	11	12	13	14	15	16	17	18	19	20
MBD2 inh	-2	-3	-1	-6	-3	-3	0	-9	-7	-3
SIAE primary	-5	-7	0	0	4	-9	-3	5	-1	-1
NPR1 activator	-2	2	-2	6	0	-7	4	-1	0	-21
TCR-CD3 inh	-3	5	2	2	2	1	-1	2	5	3
rCAG RNA binder	2	3	0	-1	2	2	2	1	4	-5
NPR2 activator	2	3	-7	-2	-4	-1	-2	2	5	-11
PRMT1 FP inh	2	0	-2	0	-3	1	1	-4	2	3
HTRA1 inh	5	5	4	3	4	-35	2	5	-1	-7
UHRF1 MBD2 ctr	1	7	2	-1	0	-1	1	2	5	-1
ABHD4 inh	2	11	-2	1	-2	-1	2	-6	2	1

[21] CCCCc1c(-c2ccccc2OC)ncn1Cc1cccc(-c2ccccc2)c1
[22] CC(C)c1ccccc1-n1c(SCC(=O)c2ccc3c(c2)NC(=O)CO3)nc2ccccc2c1=O
[23] C/C(=N\NC(=O)c1ccc(-c2ccccc2)cc1)c1ccco1
[24] CN(C)Cc1csc(NC(=O)Nc2cccc(Cl)c2)n1
[25] [O-][N+]1=C(c2cccs2)CN(O)C1
[26] CCOC(=O)c1nn(-c2ccc(F)cc2)c(=O)c2c(N)scc12
[27] NS(=O)(=O)c1ccc(OCCCN2CCC(C(O)(c3ccccc3)c3ccccc3)CC2)cc1
[28] COc1cc(C(=O)NCCNc2nc3ccc(C)cc3cc2C#N)cc(OC)c1OC
[29] COc1ccc(S(=O)(=O)N2CCOCC2)cc1NC(=O)c1ccc(OCC(C)C)c(OC)c1
[30] CCN(CC(=O)NCc1cccs1)C(=O)c1ccc(N(C)S(=O)(=O)c2ccc(C)cc2)cc1

Assay by compound	21	22	23	24	25	26	27	28	29	30
MBD2 inh	-1	0	-3	-1	-3	-4	4&6	-3	0	2
SIAE primary	-2	-45	-3	-2	8	4	3&-8	2	-13	3
NPR1 activator	-11	-7	3	-3	3	-6	-23&-19	-10	2	1
TCR-CD3 inh	-1	0	4	1	1	-3	-8	-9	7	3
rCAG RNA binder	2	10	9	22	1	3	2&0	-1	3	3
NPR2 activator	-6	-1	-2	-1	7	-2	-22&-25	1	-4	0
PRMT1 FP inh	5	4	5	-1	-4	9	-1&7	3	-1	-5
HTRA1 inh	.	-74	-6	.	7	3	.	-4	-18	1
UHRF1 MBD2 ctr	0	1	-2	1	-1	-1	2&5	3	-2	-1
ABHD4 inh	2	-19	1	-1	0	3	-2&-11	5	-5	1

[31] CC(C)N(Cc1nccn1C)C(=O)C1CCC(=O)N(CCc2ccccc2)C1 (centres undefined)
[32] CCCCC(CC)CNC(=O)c1[nH]c(C)c(C(C)=O)c1C (centres undefined)
[33] COc1cc(OC)cc(C(=O)N[C@H](C(=O)OCn2nnc3ccccc3c2=O)C(C)C)c1
[34] Cc1cc(=O)oc2c3c(cc(OCC(=O)NCc4cccnc4)c12)OC(C)(C)CC3
[35] Cc1cc(C)cc(Nc2nc3c([nH]2)c(=O)n(C)c(=O)n3C)c1
[36] COc1ccc(C)cc1NC(=S)NNC(=O)c1c(Br)cnn1C
[37] CC(=O)NN1C(=O)c2ccccc2NC1c1ccccc1 (centres undefined)
[38] COc1ccc(-c2cc(C(F)(F)F)nc(SCC(=O)NCc3cccs3)n2)cc1
[39] Cc1c(CCOC(=O)c2ccc(Cl)cc2Cl)sc[n+]1CC(=O)c1ccccc1
[40] CCCCOc1ccc(C(NC(=O)OCC)NC(=O)OCC)cc1

Assay by compound	31	32	33	34	35	36	37	38	39	40
MBD2 inh	0	2	-2	0	1	3	0	0	0	3
SIAE primary	4	1	-3	0	4	-7	-4	-6	0	3
NPR1 activator	-3	-2	-4	5	9	0	0	-4	2	1
TCR-CD3 inh	4	4	3	2	5	2	6	1	-12	4
rCAG RNA binder	1	-6	-8	0	58*	54*	3	0	9	1
NPR2 activator	5	4	-1	-6	-4	-1	4	-3	-13	2
PRMT1 FP inh	-6	-5	5	3	-2	2	0	-1	2	-3
HTRA1 inh	0	-8	2	-7	6	8	3	4	-7	1
UHRF1 MBD2 ctr	3	-2	2	4	-3	-1	-2	-3	0	-2
ABHD4 inh	2	-18	4	-2	4	-2	-7	6	18	-1

[41] CCCn1c2ccccc2c2cnn(CC(=O)NCCCN3CCCC(C)C3)c(=O)c21 (centres undefined)
[42] O=C(NC1CCCN(Cc2ccc(Cl)cc2)C1)C1CCC1 (centres undefined)
[43] O=C(O)[C@H](Cc1ccccc1)NC(=O)N1CCN(c2cccc(C(F)(F)F)c2)CC1
[44] CC(C)CCCCCCNC(=S)Nc1ccc(S(=O)(=O)N2CCOCC2)cc1
[45] O=C(COc1ccc2c(c1)OCO2)Nc1nnc(Cc2ccccc2)s1
[46] Cc1ccnc(NC(=S)NC(=O)/C=C/c2ccc(Cl)cc2)c1
[47] Cc1ncsc1CCOC(=O)c1cccnc1
[48] COc1cccc(-n2nc(C(=O)N3CC(C)CC(C)C3)c3ccccc3c2=O)c1 (centres undefined)
[49] O=C(Nc1ccccc1-c1ccccc1)c1cccc(C(F)(F)F)c1
[50] Cc1nn(-c2ccccc2)c(Cl)c1C(=O)OCC(=O)NCCc1ccccc1

Assay by compound	41	42	43	44	45	46	47	48	49	50
MBD2 inh	7	-2	-1	-2	4	3	-5	3	0	0
SIAE primary	9	2	0	-133	0	-6	-2	-8	-7	2
NPR1 activator	-4	1	-1	-6	-2	1	3	1	-3	-5
TCR-CD3 inh	-2	-4	5	-2	-2	-1	6	2	-4	2
rCAG RNA binder	-1	-5	13	10	-2	1	-1	2	-2	-10
NPR2 activator	-2	2	0	2	5	-1	0	3	-5	-3
PRMT1 FP inh	0	-3	-5	3	4	2	-1	-2	3	1
HTRA1 inh	-2	-4	-2	-54	5	6	11	6	-18	1
UHRF1 MBD2 ctr	2	0	14	-2	2	3	-3	3	5	1
ABHD4 inh	-4	-3	3	-62	-1	-2	2	-5	-19	-1

[51] CCN(C[C@H]1N[C@@](C)(C(=O)OC)[C@H]2C(=O)N(Cc3ccccc3)C(=O)[C@@H]12)S(=O)(=O)c1ccc(OC)cc1
[52] O=C(COC(=O)c1ccc[n+]([O-])c1)Nc1ccc([N+](=O)[O-])cc1Cl
[53] Cc1ccc2nc(C3CCCCC3)c(Cc3ccccc3)n2c1
[54] COCC(=O)N1C[C@H]2CON(C)[C@H]2C[C@H]1c1cccc(-c2ccccc2OC)c1

Assay by compound	51	52	53	54
MBD2 inh	-1	2	2	10
SIAE primary	-2	2	-6	-5
NPR1 activator	-4	-3	-6	0
TCR-CD3 inh	-6	-8	3	-6
rCAG RNA binder	-1	5	-2	-1
NPR2 activator	1	1	-7	2
PRMT1 FP inh	5	-5	-6	3
HTRA1 inh	2	6	.	6
UHRF1 MBD2 ctr	0	-1	1	1
ABHD4 inh	4	1	10	5

# An excerpt; the hit share may differ from the screen's.
